# USP2a block – blocks human ubiquitin-specific protease USP2a | O75604 | USP2 core, Ub-CHOP2 coupled fluorogenic reporter, 485/531 | Potency, µM (highest dose often 38.3 µM), inactives show at the top dose activity change, negative = inhibition, usual class: inhibitors | 330,000 compounds, 0.01% hits;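 note: potency is the fitted concentration of half-maximal effect; plate controls were DMSO wells for no effect and full inhibition by NEM control for full effect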
#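 Deubiquitinase activity read as fluorescence (485/531 nm) after Ub-CHOP2 cleavage activates the enterokinase reporter on its substrate; USP2 core 10nM, Ub-CHOP2 and substrate 25nM each, 30min compound preincubation then 60min RT; data normalized to NEM, curves fitted.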
# S-ASM inh – inhibitors of human secretory acid sphingomyelinase; placental ASM, HMU-PC fluorogenic substrate, 60 min; Potency, µM (titrated, usually from 57.5 µM), inactives show top-dose activity change, negative = inhibition, usual class: inhibitors; AID 504937; P17405; 340,000 compounds, 0.006% hits; note: potency is the fitted concentration of half-maximal effect
#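 Human placenta-derived ASM preincubated with compound 10 min at room temperature, then reacted with 9 uM (final) fluorogenic HMU-PC substrate for 60 min at 37 C. Stop solution raises pH to 10; fluorescence read at Ex 386/Em 447 nm.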
# hERG WT inh – KCNH2 (human, wildtype) channel inhibition; Q12809; U2OS, BacMam KCNH2, thallium flux FluxOr; hits give low values; activity change, % at 1.84 µM; 340,000 compounds, 0.37% hits; AID 720551;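 active = maximum activity change below -70%; inconclusive = maximum activity change between -70% and -50%; inactive = maximum activity change above -50%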; note: % is set by controls: 0 for no effect and ±100 for the full control effect
#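 U2OS cells transduced with wild-type KCNH2 virus are loaded with FluxOr dye for 45 min, and thallium flux is measured in kinetic reads before and after stimulation buffer. Rate constants are normalized to DMSO controls.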
# MBNL1-CUG inh – inhibitors of human MBNL1 binding to CUG repeat RNA | Potency, µM (series often up to 57.5 µM), for inactives: top-dose activity change, negative = inhibition, usual class: inhibitors | Q9NR56 | AID 2675 | 280,000 compounds, 0.036% hits | TR-FRET MBNL1-His/biotin-(CUG)12 binding, 665/545 ratio; active = well fitted inhibition curve with a large enough effect in the signal ratio, with a control signal flat, not every such curve was filed as active; inconclusive = small, poorly fitted or top-dose-only effect, or effect the other way, or a change in a side signal; inactive = no such curve, though single readings can be large or run the other way; the % refers to the signal ratio; note: potency is the fitted concentration of half-maximal effect; % is set by controls: 0 for no effect and ±100 for the full control effect
# Target sequence (Q9NR56 whole entry, looked up): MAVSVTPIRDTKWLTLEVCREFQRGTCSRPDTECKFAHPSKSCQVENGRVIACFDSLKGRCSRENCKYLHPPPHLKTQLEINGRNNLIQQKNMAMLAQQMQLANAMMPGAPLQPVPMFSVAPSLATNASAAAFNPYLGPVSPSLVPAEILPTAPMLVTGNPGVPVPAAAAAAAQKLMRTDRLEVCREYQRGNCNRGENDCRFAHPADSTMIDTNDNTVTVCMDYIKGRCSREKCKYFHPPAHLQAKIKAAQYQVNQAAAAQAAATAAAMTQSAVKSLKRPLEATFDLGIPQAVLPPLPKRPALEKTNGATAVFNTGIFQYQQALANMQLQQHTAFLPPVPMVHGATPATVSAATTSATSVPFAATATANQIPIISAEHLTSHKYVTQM
#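 Compound titration spanned 92 nM–58 uM against the MBNL1-His/biotin-(CUG)12 complex. After 60 min at room temperature with 5 nM streptavidin-XL665 and 0.055 ng/ul terbium anti-His, ratiometric 665/545 nm emission (Ex 340 nm) normalized to controls.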
# Mito fusion act – mitochondrial division inhibition or fusion activation. S. cerevisiae fusion-defective mutant growth rescue, CellTiterGlo 48 h. Potency, µM (highest dose often 46.1 µM), for inactives: top-dose growth rescue (activation), most hits filed as activators. 320,000 compounds, 0.23% hits;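 note: potency is the fitted concentration of half-maximal effect; % of control where 0% means no effect; nearly all actives have a fitted effect of over 45% in size; temperature-sensitive fusion mutants such as fzo1-1 at 37 °C on non-fermentable ethanol glycerol medium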
#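 Luminescent cell viability in 1536-well qHTS format served as the measure of rescued growth in ts fusion-mutant S. cerevisiae cultured on non-fermentable YPEG for 48 hours at 37C.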
# GALK inh – blocks human galactokinase activity; Purified GALK, Kinase-Glo residual ATP luminescence; Potency, µM (doses to about 57.5 µM), without a hit: at the top dose activity change, negative = inhibition, hits mostly inhibitors; 270,000 compounds, 0.007% hits; AID 1868; note: potency is the fitted concentration of half-maximal effect; % is set by controls: 0 for no effect and ±100 for the full control effect
#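 Human GALK (5 nM) with 35 uM ATP and 100 uM galactose in 20 mM HEPES pH 8.0, 5 mM MgCl2, 60 mM NaCl, 1 mM DTT, 0.01% BSA. After 1 h at room temperature, leftover ATP was read by Kinase-Glo Plus luminescence.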
# PKM2 activator – PKM2 (human) enzyme activation; P14618; purified PKM2, Kinase-Glo ATP luminescence, activation; response scale: 0% is enzyme alone, no compound; Potency, µM (series often up to 57.5 µM), without a hit: top-dose activation, usual class: activators; 260,000 compounds, 0.34% hits; AID 1631; note: potency is the fitted concentration of half-maximal effect; % is set by controls: 0 for no effect and ±100 for the full control effect; nearly all actives have a fitted effect of over 55% in size
#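 hPK-M2, >95% pure; 0.1 mM ADP / 0.5 mM PEP final; imidazole pH7.2 buffer w/ 7 mM MgCl2, 50 mM KCl; 1 h RT; Kinase-Glo lum. Intermediate enzyme activity for dual inhibitor/activator qHTS.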
# TSHR antag – antagonists of human thyroid stimulating hormone receptor | P16473 | TSHR-expressing cells, TSH-stimulated cAMP HTRF, 2 h; hits give low values | activity change, negative = inhibition, % at 11.5 µM | 330,000 compounds, 0.2% hits;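 active = activity change below a set negative limit, meaning inhibition stronger than a set level, cut at about -70% in these data; inconclusive = activity change between two set negative limits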; note: % is set by controls: 0 for no effect and ±100 for the full control effect
#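 Inhibition of cAMP made by TSHR-expressing cells under TSH stimulation (4nM final, EC80; 2 h, 37 deg C) is quantified with a one-step lysis HTRF kit, anti-cAMP cryptate versus cAMP-d2.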
# BCR signal inh – inhibitors of chronic active B-cell receptor signaling | ABC-DLBCL IkBa-CBG/CBR reporter, luminescence ratio, 4 h | Potency, µM (titrated, usually from 46.1 µM), inactives show top-dose ratio change, negative = lower green/red ratio, hits mostly inhibitors | 340,000 compounds, 0.05% hits | AID 493014; active = well fitted inhibition curve with a large enough effect in the signal ratio, with a control signal flat, not every such curve was filed as active; inconclusive = small, poorly fitted or top-dose-only effect, or effect the other way, or a change in a side signal; the % refers to the signal ratio;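 note: potency is the fitted concentration of half-maximal effect; plate controls were basal doxycycline-induced cells for no effect and cells given 10 µM MG132 for full effect; MG132 reads +100%, hits lower the ratio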
#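 Doxycycline induced both beetle luciferases in TMD8 lymphoma cells; IKK-driven degradation limits the IkappaBalpha-fused green signal, while red luminescence normalises for cell number and nonspecific effects. Compounds tested up to 46 uM, 4 hrs.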
# Menin MLL FP TR – displaces Texas Red mutant MLL peptide from human menin | O00255 | Menin + Texas Red MLL mutant peptide, fluorescence polarization | Potency, µM (series often up to 61.6 µM), without a hit: top-dose FP activity change, negative = inhibition, actives largely listed as inhibitors | 270,000 compounds, 0.23% hits | AID 1768; active = well fitted inhibition curve with a large enough effect in the polarisation, with a control signal flat, not every such curve was filed as active; inconclusive = small, poorly fitted or top-dose-only effect, or effect the other way, or a change in a side signal; inactive = no such curve, though single readings can be large or run the other way; the % refers to the polarisation; note: potency is the fitted concentration of half-maximal effect; % of control where 0% means no effect; many of its hits are not listed in these tables
# Eya2 inh – blocks the phosphatase activity of human Eya2. O00167. recombinant Eya2, OMFP fluorescence dephosphorylation (OMFP is methylfluorescein phosphate). 330,000 compounds, 0.006% hits. Potency, µM (doses to about 76.9 µM), for the others: top-dose activity, negative = inhibition, actives largely listed as inhibitors. AID 488837; note: potency is the fitted concentration of half-maximal effect; % is set by controls: 0 for no effect and ±100 for the full control effect
# Target sequence (O00167 whole entry, looked up): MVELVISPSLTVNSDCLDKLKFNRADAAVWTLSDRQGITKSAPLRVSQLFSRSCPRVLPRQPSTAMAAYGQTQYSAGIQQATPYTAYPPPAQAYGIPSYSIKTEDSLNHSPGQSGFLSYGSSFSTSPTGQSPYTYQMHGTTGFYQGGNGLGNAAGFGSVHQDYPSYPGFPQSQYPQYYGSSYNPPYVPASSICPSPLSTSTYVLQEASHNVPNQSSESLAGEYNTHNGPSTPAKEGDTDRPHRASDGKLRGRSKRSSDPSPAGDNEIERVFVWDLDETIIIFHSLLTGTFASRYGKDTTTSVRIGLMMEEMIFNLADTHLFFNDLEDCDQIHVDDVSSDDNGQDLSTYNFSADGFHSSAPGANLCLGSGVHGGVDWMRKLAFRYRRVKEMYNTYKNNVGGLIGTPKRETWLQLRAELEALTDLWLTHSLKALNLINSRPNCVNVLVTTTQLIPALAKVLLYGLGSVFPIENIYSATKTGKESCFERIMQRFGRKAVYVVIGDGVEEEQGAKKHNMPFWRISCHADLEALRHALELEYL
#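 Eya2 protein (added as 0.2 uM solution) was preincubated with compound for 10 min at ambient temperature in 50 mM HEPES pH 7.5, 50 mM NaCl, 5 uM MgCl2, 0.05% BSA, 1 mM DTT. OMFP (added at 50 uM) then reacted 10 min; fluorescence read at 485/525 nm.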
# * marks the source's active call; other numbers are inactive results; ? = inconclusive; . = not tested or not shown; [ ] = another dose, or the depositor's remark. Unless noted, calls come from the whole dose curve; as a rule, active = well fitted curve in the direction sought with a large enough effect; inconclusive = small, poorly fitted or top-dose-only effect, or another doubt; inactive = no such curve, though single readings can be large; an effect the other way counts as inactive or inconclusive.
# The first three records (preview)
No.	SMILES	USP2a block	S-ASM inh	hERG WT inh	MBNL1-CUG inh	Mito fusion act	GALK inh	PKM2 activator	TSHR antag	BCR signal inh	Menin MLL FP TR	Eya2 inh
1	Cc1ccc(C(=O)N2CC=C(c3ccccc3)CC2)o1	1%	-2%	0	.	9%	.	.	-1	8%	.	10%
2	CNC(=S)N(CCc1c(C)[nH]c2ccc(C)cc12)Cc1cccs1	0%	-4%	24	-3%	22%	-2%	4%	-3	?	?	-4%
3	O=C1CC(C(=O)Nc2cc(Cl)ccc2Cl)n2ncnc2N1 (stereo unspecified)	2%	2%	1	0%	4%	-1%	-3%	29	-3%	?	?

# The whole of this part (from the top)
No.	SMILES	USP2a block	S-ASM inh	hERG WT inh	MBNL1-CUG inh	Mito fusion act	GALK inh	PKM2 activator	TSHR antag	BCR signal inh	Menin MLL FP TR	Eya2 inh
1	Cc1ccc(C(=O)N2CC=C(c3ccccc3)CC2)o1	1%	-2%	0	.	9%	.	.	-1	8%	.	10%
2	CNC(=S)N(CCc1c(C)[nH]c2ccc(C)cc12)Cc1cccs1	0%	-4%	24	-3%	22%	-2%	4%	-3	?	?	-4%
3	O=C1CC(C(=O)Nc2cc(Cl)ccc2Cl)n2ncnc2N1 (stereo unspecified)	2%	2%	1	0%	4%	-1%	-3%	29	-3%	?	?
4	Cc1c(OC(C)C(=O)NCCCN2CCOCC2)ccc2c1oc(=O)c1ccccc12 (stereo unspecified)	2%	11%	-6	-2%	-5%	3%	1%	-2	0%	-6%	0%
5	Cc1cc2nc(-c3ccc(SCc4ccccn4)nc3)[nH]c2cc1C	2%	27%	-15	180%[activator]	-5%	0%	.	-14	?	4%	-8%
6	CCn1cc([N+](=O)[O-])c(C(=O)N2CCN(C(=O)c3ccco3)CC2)n1	6%	3%	-4	-8%	-2%	3%	-3%	19	-2%	5%	8%
7	COc1ccccc1-c1ccc(=O)n(CC(=O)NCc2cccs2)n1	0%	2%	-1	3%	1%	7%	-5%	10	-10%	4%	-10%
8	COc1ccc(NS(=O)(=O)c2ccc3oc(SCC(N)=O)nc3c2)cc1	0%	-1%	-16	-4%	-1%	1%	5%	4	-9%	15%	-18%
9	O=C(CSc1nnc(-c2ccccn2)n1Cc1ccccc1)Nc1ccc2c(c1)OCO2	0%	-2%	-5	2%	-1%	0%	-4%	0	?	25%	-21%
10	O=C(Nc1ccccc1C(=O)N1CCN(c2ccccc2)CC1)c1ccco1	1%	1%	-3	-6%	-1%	0%	3%	1	-5%	-8%	-16%
11	Cc1ccc(C(OCC(O)CN2CCCCC2)c2ccccc2)cc1 (stereo unspecified)	1%	-2%	7	-1%	-11%	-2%	0%	12	-3%	-29%	0%
12	COc1ccc(N(C(=O)C(C)C)S(=O)(=O)c2ccc(Cl)cc2)cc1	?	0%	-27	-1%	4%	1%	-3%	12	4%	-1%	-2%
13	CCOC(=O)c1ccc(N2C(=O)[C@@H](c3ccccc3)[C@H]2c2ccccc2)cc1	3%	-15%	-9	.	27%	.	.	19	?	.	7%
14	O=C(NN1C(=O)C2C3c4ccccc4C(c4ccccc43)C2C1=O)c1ccccc1 (stereo unspecified)	2%	-3%	7	-21%	-4%	-2%	-2%	12	4%	-18%	-2%
15	O=C(c1ccco1)N1CCCC(c2nc3c(nnn3Cc3c(Cl)cccc3Cl)c(=O)[nH]2)C1 (stereo unspecified)	-1%	-1%[11.5 µM]	1	-4%	8%	14%	9%	-5	10%	-16%	2%

# Later entries:
# Results follow in this order: USP2a block | S-ASM inh | hERG WT inh | MBNL1-CUG inh | Mito fusion act | GALK inh | PKM2 activator | TSHR antag | BCR signal inh | Menin MLL FP TR | Eya2 inh
16	CC(=O)Nc1ccc(NC(=O)COC(=O)C2c3ccccc3Oc3ccccc32)cc1
→ 1% | -5% | 0 | -4% | -4% | 3% | -10% | 71 | -3% | 55%[activator] | 6%
17	Cc1ccc(CNC(=O)C2CCCN(C(=O)Nc3ccc(F)cc3)C2)cc1 (stereo unspecified)
→ 3% | 1% | -4 | -5% | 1% | 7% | 0% | 4 | 0% | -11% | 7%
18	O=C(CN(c1ccc2c(c1)OCCO2)S(=O)(=O)c1ccccc1)Nc1ccc2c(c1)OCO2
→ -1% | -7% | 5 | 4% | 11% | 1% | 1% | 7 | 8% | 37%[activator] | 4%
19	Cc1c(C(c2cccc(Br)c2)c2c(C)n(C)n(-c3ccccc3)c2=O)c(=O)n(-c2ccccc2)n1C
→ 0% | 4% | 0 | -5% | 1% | -4% | -6% | -4 | 5% | ? | 9%
20	O=C(NNC(=O)c1ccc([N+](=O)[O-])cc1Cl)c1ccncc1
→ 4% | 0% | -4 | . | -2% | 0% | -4% | 8 | 2% | 8% | 3%
21	CC(C)C[C@H](NC(=O)c1nc[nH]c1C(=O)N[C@@H](CCCCNC(=O)OC(C)(C)C)C(=O)OC(C)(C)C)C(=O)OCc1ccccc1
→ -9% | -2% | -11 | 4% | -2% | . | 2% | -6 | 8% | -10% | -11%
22	CCn1c(SCC(=O)Nc2ccc3c(c2)OCO3)nc2c1c(=O)n(C)c(=O)n2C
→ -1% | 3% | -8 | 2% | -3% | -3% | 11% | 16 | ? | 20% | -33%
23	COc1cc(SC)ccc1C(=O)OCC(=O)NCCNC(=O)COC(=O)c1ccc(SC)cc1OC
→ 5% | -3% | -16 | -1% | -2% | -2% | 7% | 0 | ? | . | -2%
24	Cc1[nH]nc2c1C(c1cccnc1)N(c1ccc(Br)cc1)C2=O (stereo unspecified)
→ -3% | 1% | 10 | -5% | 13% | 0% | -19% | -4 | -17% | 1% | -7%
25	Cc1ccc(-c2csc(NC(=O)c3c(C)noc3C)n2)s1
→ 0% | -11% | -6 | . | . | . | . | -15 | 0% | . | -9%
26	Nc1nc(SCc2ccccc2)[nH]c(=O)c1-c1ccccc1
→ 1% | 4% | -14 | 6% | 0% | -1% | -4% | 3 | ? | 0% | -1%
27	Cc1ccc(SCC(=O)N2N=CCC2c2ccccc2)cc1 (stereo unspecified)
→ -2% | 1% | 2 | -1% | ? | -2% | 3% | 6 | 4% | -3% | -9%
28	CC1=C(C(=O)Nc2ccc(C)cc2C)C(c2ccc(Cl)cc2)n2nc(C(=O)OC(C)C)nc2N1 (stereo unspecified)
→ -1% | -1% | 3 | -13% | 1% | -3% | 0% | 9 | 1% | -26% | -16%
29	CCCN(CC(=O)Nc1ccccc1OC)C(=O)CCNC(=O)c1ccccc1OC
→ 1% | 3% | -7 | . | -10% | . | . | -2 | -3% | . | -1%
30	CNC(=S)N1CCN(c2nc(-c3cccc(OC)c3)cs2)CC1
→ -1% | -13% | 0 | 8% | -7% | -1% | 8% | -5 | -4% | ? | -5%
31	COc1ccccc1OCC(O)Cn1c(=N)n(Cc2ccccc2)c2ccccc21 (stereo unspecified)
→ 0% | 0% | 10 | 8% | 6% | -2% | -12% | 20 | ? | ? | -3%
32	CCc1sc(C(=O)N2CCCN(C)CC2)cc1Br
→ 0% | -2% | -8 | -4% | -1% | 4% | 0% | 4 | 1% | . | 8%
33	O=c1cc(N2CCN(c3ccccc3F)CC2)[nH]c(=O)n1-c1ccc(Br)cc1
→ 1% | -2% | 18 | 12% | -5% | -2% | 0% | -3 | 1% | ? | -14%
34	C=CCNC(=O)c1ccccc1NC(=O)C1CCN(S(=O)(=O)c2ccc(SC)cc2)CC1
→ -1% | 1% | -2 | -3% | 7% | 15% | 3% | 0 | 6% | 36%[activator] | -1%

# Screens from PubChem.

# A portion of the library; the hit share may differ from the screen's.
